NTR1 ag: agonists of NTR1, primary screen, imaging, U2OS cells, beta-arrestin-GFP, high content (AID 493036); Neurotensin receptor type 1 (Homo sapiens), P30989; NTR1-U2OS beta-arrestin-GFP spot imaging, agonist mode; activation, % at 20 µM; 330,000 compounds, 0.17% hits;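 active = activation at or above 40% of the spot to cytoplasm intensity ratio, with at least 20 cells analyzed; inconclusive = wells under 20 cells, flagged as cytotoxic or low count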;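 note: 0% = DMSO without peptide and 100% = 100 nM NTR1 peptide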
Target sequence (P30989 whole entry, looked up): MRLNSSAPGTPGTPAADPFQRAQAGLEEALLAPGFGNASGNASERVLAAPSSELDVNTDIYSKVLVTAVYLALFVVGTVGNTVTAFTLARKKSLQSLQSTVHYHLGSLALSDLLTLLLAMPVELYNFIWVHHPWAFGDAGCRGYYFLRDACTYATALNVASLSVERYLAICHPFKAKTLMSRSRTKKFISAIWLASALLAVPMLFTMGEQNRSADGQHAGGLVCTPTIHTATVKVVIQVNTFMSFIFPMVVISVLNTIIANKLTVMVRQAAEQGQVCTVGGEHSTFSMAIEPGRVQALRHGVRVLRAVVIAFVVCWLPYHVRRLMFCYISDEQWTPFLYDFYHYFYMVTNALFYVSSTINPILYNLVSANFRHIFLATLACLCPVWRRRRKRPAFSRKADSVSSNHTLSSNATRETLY
Large T inhibition: SV40 large T antigen inhibitors, biochemical (AID 1903). SV40 large T antigen ATPase/helicase inhibition assay; higher % means a stronger effect. inhibition, % at 20 µM, or IC50 in µM where a hit was titrated. 310,000 compounds, 0.39% hits; in the data active = a potency from the dose series; inconclusive = inhibition mostly from about 32% at the one dose, without a potency; inactive = the rest, 99 in 100 with inhibition below about 32%; note: strong numbers were not always called active
RSV CPE inhibition: RSV antiviral activity via CPE protection, HEp-2 cells, primary 10 µM value included (AID 2391); HEp-2 cells, RSV-induced CPE inhibition; higher % means a stronger effect; one-dose CPE inhibition, % at 10 µM; IC50 in µM for titrated hits; 310,000 compounds, 0.13% hits; in the data active = a potency from the dose series; inconclusive = CPE inhibition mostly from about 23% at the one dose, without a potency; inactive = the rest, 99 in 100 with CPE inhibition below about 21%; note: strong numbers were not always called active
MgcRacGAP inhibition: MgcRacGAP GTPase-activating activity inhibitors, confirmation, biochemical, ADP Hunter fluorescence. Rac GTPase-activating protein 1 (Homo sapiens). MgcRacGAP-stimulated Rac1 GTP hydrolysis, ADP Hunter fluorescence; higher % means a stronger effect; GST-tagged Rac1 F28L mutant substrate. inhibition, % at 30 µM, or IC50 in µM where a hit was titrated. 340,000 compounds, 0.6% hits. AID 624330, 2012;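 active = first-screen hits whose inhibition reached a set limit at any dose in the follow-up dose series; inconclusive = inhibition above the set first-screen limit but never retested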;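 note: fluorescence reports GDP produced by GAP-driven GTP hydrolysis; strong numbers were not always called active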
Dengue-2 NS5 capping: Dengue-2 NS5 methyltransferase inhibitors, primary screen, biochemical, confirmation dose response (AID 588689); 340,000 compounds, 0.3% hits; Genome polyprotein (Dengue virus type 2 (strain 16681-PDK53)); one-dose inhibition, % at 25 µM; IC50 in µM for titrated hits; Dengue-2 NS5 methyltransferase capping enzyme assay, biochemical; higher % means a stronger effect; in the data active = a potency from the dose series; inconclusive = inhibition above about 29% without an active follow-up result
K1F lysis inhibition: inhibition of K1F phage lysis, E. coli UTI89, bacterial capsule biogenesis inhibitors, alamar blue (AID 488966); E. coli UTI89 K1F phage lysis, alamar blue, 2 h; higher % means a stronger effect; one-dose inhibition, % at 100 µM; IC50 in µM for titrated hits; 340,000 compounds, 0.02% hits;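 active = phage lysis inhibition, versus mean bacterial control, above a set limit; inconclusive = no clear call, values can overlap the other calls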;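 note: capsule biogenesis inhibitors block K1F phage lysis so surviving cells raise fluorescence; higher fluorescence means more inhibition of phage lysis; actives were called in the ten point dose series up to 300 µM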
Siah-1 displacement: Siah-1 peptide-binding antagonists, primary screen, biochemical, fluorescence polarization, rhodamine-plectin, uHTS (AID 1817); E3 ubiquitin-protein ligase SIAH1 (Homo sapiens); Siah-1 / rhodamine-plectin peptide fluorescence polarization; higher % means a stronger effect; one-dose displacement, % at 20 µM; IC50 in µM for titrated hits; 290,000 compounds, 0.02% hits;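 active = displacement of at least 50% at 20 µM, with a fluorescence ratio check between 0.3 and a set limit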;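 note: plate controls were Siah plus tracer with DMSO for no effect and tracer alone without Siah for full effect; strong numbers were not always called active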
West Nile antiviral: West Nile virus antiviral activity, cell-based, CPE readout (AID 1621). West Nile virus-infected cells, CPE inhibition; higher % means a stronger effect. 290,000 compounds, 0.02% hits. CPE inhibition, % at 10 µM; hits with a dose series show IC50 in µM; in the data active = a potency from the dose series; inconclusive = CPE inhibition mostly from about 3.7% at the one dose, without a potency; inactive = the rest, 99 in 100 with CPE inhibition below about 2.2%; note: strong numbers were not always called active
AID2073: inhibitors of Mint1-CaV2.2 protein interaction, biochemical, HTRF (AID 2073) | HTRF protein-protein interaction, Mint1-CaV2.2; higher % means a stronger effect | Voltage-dependent N-type calcium channel subunit alpha-1B (Homo sapiens) | 290,000 compounds, 0.19% hits | one-dose inhibition, % at 20 µM; IC50 in µM for titrated hits; in the data active = inhibition mostly above about 51%, no sharp cut-off; inconclusive = no clear call, values can overlap the other calls; inactive = mostly below about 53%; note: some results filed as inactive read as strong as hits
NTR1 ag cell count 20 µM: second read-out of NTR1 ag, no call of its own (marks repeat the call); cell count; measured here: cell count, cytotoxicity flag
Dengue-2 NS5 capping pilot replicate: further read-out of Dengue-2 NS5 capping, marked with its call; inhibition, %; measured here: pilot screen replicate inhibition
Active calls of the source: *; u = inconclusive; x = no result given; & = joins results of further samples; [ ] = dose if it differs, or a comment.

SMILES	NTR1 ag	NTR1 ag cell count 20 µM	Large T inhibition	RSV CPE inhibition	MgcRacGAP inhibition	Dengue-2 NS5 capping	K1F lysis inhibition	Siah-1 displacement	West Nile antiviral	AID2073	others
CCC(C)Nc1nc2c(c(=O)n(C)c(=O)n2C)n1C (stereo unspecified)	-0.1	61	13%	2.0%	7%	-6%	0.2%	10%	-0.6%	-3%
CCNC(=S)Nc1ccccc1-c1ccccc1	-0.9	45	11%	0.4%	2%	-2%	2.7%	1%	0.4%	-4%
COc1ccc(NC(=O)C/C(C)=N/NC(=O)c2cccs2)c([N+](=O)[O-])c1	-2.3	38	-1%	0.7%	2%	3%	0.3%	-2%	0.0%	2%
Cn1ccnc1C(O)(c1ccccc1)c1ccccc1	-1.6	48	8%	0.9%	11%	8%	0.5%	-1%	0.5%	5%
CCOCCCNC(=O)CSc1ccccc1	1.0	73	-2%	1.0%	3%	-5%	1.4%	5%	0.1%	8%
COc1cc(NC(=O)c2cncc(-c3ccc(C#N)cc3)c2)cc(C(=O)Nc2cccc(C(F)(F)F)c2)c1	3.2	51	32%	1.3%	13%&8%	-1%&-4%	3.1%	0%	-0.5%	29%
COC(=O)CNC(=O)C1CC(=O)N(CCc2ccc(F)cc2)C1 (stereo unspecified)	0.1	54	8%	0.5%	4%	2%	-0.2%	-5%	-0.4%	-3%
Cc1ccccc1/C=C/C(=O)NCC(=O)N1CCC(N(C)C2CCCCC2C)CC1 (stereo unspecified)	2.0	76	4%	-0.4%	2%	-1%	0.3%	8%	-0.9%	-16%
COc1ccc(-c2[nH]ncc2CN(CC2CCC(=O)N2)C(C)C)cc1F (stereo unspecified)	0.4	48	3%	0.1%	9%	-8%	0.2%	1%	-0.3%	u
COc1cc2oc(=O)cc(C)c2c(OC)c1OC	-0.8	99	7%	4.5%	0%	10%	0.1%	5%	0.8%	11%
Cc1cccc(N2CCN(C(=O)c3ccc(Cl)c(NC4=NC5CS(=O)(=O)CC5S4)c3)CC2C)c1 (stereo unspecified)	1.3	63	19%	-1.4%	5%	-11%	0.0%	2%	0.4%	10%
COc1ccc(Nc2ccc(N3C(=O)CC(C)C3=O)cc2[N+](=O)[O-])cc1OC (stereo unspecified)	-1.1	56	14%	0.8%	12%	-1%	0.3%	4%	0.1%	-4%

The list goes on (3 carried over from the part before).
SMILES	NTR1 ag	NTR1 ag cell count 20 µM	Large T inhibition	RSV CPE inhibition	MgcRacGAP inhibition	Dengue-2 NS5 capping	K1F lysis inhibition	Siah-1 displacement	West Nile antiviral	AID2073	others
COc1cc2oc(=O)cc(C)c2c(OC)c1OC	-0.8	99	7%	4.5%	0%	10%	0.1%	5%	0.8%	11%
Cc1cccc(N2CCN(C(=O)c3ccc(Cl)c(NC4=NC5CS(=O)(=O)CC5S4)c3)CC2C)c1 (stereo unspecified)	1.3	63	19%	-1.4%	5%	-11%	0.0%	2%	0.4%	10%
COc1ccc(Nc2ccc(N3C(=O)CC(C)C3=O)cc2[N+](=O)[O-])cc1OC (stereo unspecified)	-1.1	56	14%	0.8%	12%	-1%	0.3%	4%	0.1%	-4%
COc1ccc(-c2sc3cc4c(cc3c2-c2ccc(OCCN3CCCCC3)cc2)OCO4)cc1	16	72	x	x	10%	-2%	0.1%	x	x	x	Dengue-2 NS5 capping pilot replicate=4.5
COC(=O)c1ccc(CSc2nnc3nc(C)cc(C)n23)cc1	1.7	64	26%	8.0%	4%	-10%	0.4%	0%	0.5%	9%
O=C(NCc1ccco1)Nc1cccs1	-0.4	56	74%	x	0%	14%	0.5%	-6%	0.2%	47%
CCc1ccc2oc(-c3ccc(NC(C)=O)cc3)nc2c1	2.1	54	-2%	45%	9%	-14%	0.4%	3%	-1.1%	13%
O=C(NCc1cccnc1)c1cccs1	2.1	63	6%	1.2%	2%	-3%	2.5%	5%	-0.4%	10%
CN(C(=O)COC(=O)CCc1nc2ccccc2c(=O)[nH]1)C1CCS(=O)(=O)C1 (stereo unspecified)	2.6	58	14%	-0.7%	-1%	-10%	0.3%	2%	0.3%	1%
Cc1ccc(C(=O)Nc2ccccc2C(=O)NCc2ccccc2)cc1	14	69	2%	12%	4%	-5%	0.4%	-3%	-1.1%	13%
O=S(=O)(c1cc(F)ccc1F)N1CCN2CCCC2C1 (stereo unspecified)	-0.9	61	0%	-0.2%	13%	-3%	0.1%	-3%	0.0%	8%
COc1cccc(-n2c(SCC(=O)NCC3CCCO3)nc3c(c2=O)SCC3)c1 (stereo unspecified)	-1.0	59	11%	1.1%	6%	-1%	0.2%[50 µM]	6%	-0.7%	-8%
O=C1N(Cc2cccnc2)C[C@@H]2C[C@@H](c3cccc(OCc4ccccc4)c3)N3CCC[C@@]123	0.4	91	5%	2.1%	0%	-7%	0.3%	13%	-1.7%	3%
c1ccc(CCN(Cc2ccccc2)Cc2nc(C3CC3)no2)cc1	1.8	91	-13%	1.9%	7%	1%	1.4%	-5%	-0.3%	-12%
COCCOC(=O)C1=C(C)NC(=O)NC1c1cc2c(cc1Br)OCO2 (stereo unspecified)	0.5	73	-5%	0.3%	6%	-2%	0.2%	3%	-0.2%	15%
CCCCc1c(O)nc(SCC(=O)NCC2CCCO2)[nH]c1=O (stereo unspecified)	-0.1	82	4%	1.7%	0%	6%	0.2%[50 µM]	5%	-0.1%	10%
S=C(Nc1ccc(Br)cc1)N1CCN(c2ccccn2)CC1	1.4	69	5%	9.6%	7%	2%	0.8%	0%	-0.3%	-41%
CC1CCN(C(=O)C2CCN(c3nnc(-n4cccc4)s3)CC2)CC1	-0.5	66	12%	17%	10%	-1%	0.2%	8%	-1.2%	-2%
Cc1ccc(/C(O)=C2\C(=O)C(=O)N(C)C2c2ccc(F)cc2)cc1 (stereo unspecified)	-0.1	62	10%	1.7%	11%	-1%	0.3%	-1%	1.3%	10%	Dengue-2 NS5 capping pilot replicate=-3.3
O=C(NCCCN1CCOCC1)c1ccc2nc(Cc3ccccc3F)oc2c1	-0.1	61	7%	0.2%	9%	-8%	0.1%	-1%	-0.6%	5%
Cc1ccc(C(=O)NC(=O)CSc2nncn2C)cc1	-0.6	58	4%	0.9%	7%	-11%	-0.1%	6%	0.8%	13%
COC(=O)c1cc(-c2ccc(S(=O)(=O)N3CCCC3)cc2)c(C(F)(F)F)s1	4.5	61	6%	6.5%	11%	-5%	0.5%	-4%	-1.2%	-7%
CN1CCN(C(=O)/C(=C/c2ccco2)NC(=O)c2ccccc2)CC1	0.8	40	9%	0.3%	3%	-4%	0.3%	3%	-0.1%	4%
COc1cc(C(=O)Nc2ccc3c(c2)OCCO3)ccc1-n1cnnn1	1.6	80	-1%	3.9%	7%	2%	0.2%	1%	-0.3%	13%
Cn1cnnc1SCC(=O)NC1CCCc2ccccc21 (stereo unspecified)	0.9	31	5%	3.2%	-15%	-5%	-1.7%	20%	0.1%	-7%
CCCn1ccnc1SC(C)C(=O)Nc1c(C)n(C)n(-c2ccccc2)c1=O (stereo unspecified)	-3.2	34	x	0.9%	3%	-5%	1.1%[50 µM]	x	x	x
CCOc1ccc(CCNC(=O)COc2cc(=O)n(C)c3ccccc23)cc1OCC	-1.2	73	10%	2.9%	10%	-9%	0.0%	-2%	-0.3%	-1%

Reprinted from the results shown, 2 compounds:
SMILES	NTR1 ag	NTR1 ag cell count 20 µM	Large T inhibition	RSV CPE inhibition	MgcRacGAP inhibition	Dengue-2 NS5 capping	K1F lysis inhibition	Siah-1 displacement	West Nile antiviral	AID2073	others
CCCn1ccnc1SC(C)C(=O)Nc1c(C)n(C)n(-c2ccccc2)c1=O (stereo unspecified)	-3.2	34	x	0.9%	3%	-5%	1.1%[50 µM]	x	x	x
CCOc1ccc(CCNC(=O)COc2cc(=O)n(C)c3ccccc23)cc1OCC	-1.2	73	10%	2.9%	10%	-9%	0.0%	-2%	-0.3%	-1%

(continued)
SMILES	NTR1 ag	NTR1 ag cell count 20 µM	Large T inhibition	RSV CPE inhibition	MgcRacGAP inhibition	Dengue-2 NS5 capping	K1F lysis inhibition	Siah-1 displacement	West Nile antiviral	AID2073	others
C=CCN(CC=C)C(=S)NC(=O)c1ccc(OC)cc1	1.1	38	-6%	5.3%	-18%	-9%	-0.9%	-2%	0.5%	15%
CCOC(=O)COc1cccc2c(=O)n(CC(=O)NCc3ccc4c(c3)OCO4)ccc12	0.0	67	-2%	3.5%	0%	1%	3.2%	10%	0.1%	-8%
O=C(Nc1nnc(C2CC2)s1)C1Cc2ccccc2CN1S(=O)(=O)c1ccccc1F (stereo unspecified)	2.2	37	0%	u	5%	1%	5.1%	-1%	-0.8%	8%
CCOc1ccc(NC(=O)CSc2ccc3nnc(-c4ccccn4)n3n2)cc1	0.2	63	12%	2.6%	0%	-2%	0.0%[50 µM]	4%	1.0%	14%
Cc1ccc(Nc2ccc3nonc3c2[N+](=O)[O-])cc1	1.3	84	2%	7.8%	6%	-5%	-0.1%	-6%	-0.4%	-12%
Cc1ccc(-n2nnnc2SCC(=O)NNC(=O)c2ccco2)cc1C	4.1	48	-2%	2.7%	0%	-4%	0.7%	-1%	0.0%	-5%
Nn1c(SCC(=O)Nc2cccnc2Cl)nnc1-c1ccccc1	-0.4	80	x	0.7%	21%	10%	0.5%[50 µM]	x	x	x
O=C(/C=C/c1ccccc1)n1cnnc1SC/C=C/c1ccccc1	2.4	27	6%	0.6%	6%	32%	-1.2%[50 µM]	4%	-0.4%	u
CCOc1ccccc1NC(=O)c1cc(S(=O)(=O)N2CCOCC2)ccc1C	0.2	61	-6%	0.9%	9%	2%	0.2%	3%	-0.2%	-1%
CC1(C)CC(=O)c2cc(OCC(=O)O)ccc2O1	-0.2	71	9%	-0.3%	10%	-5%	6.7%	-12%	0.5%	1%
CCc1noc(C)c1C(=O)NNC(=O)c1ccccc1Cl	2.3	60	x	-0.6%	-3%	0%	0.4%[50 µM]	x	x	x
O=C(c1cc(COc2ccc(F)cc2Cl)on1)N1CCN(C2CCCC2)CC1	0.5	67	5%	2.3%	-4%	-5%	-0.2%	0%	-0.9%	5%
O=C(CSc1nc2ccccc2o1)Nc1ccccc1N1CCCCCC1	12	86	16%	u	6%	-7%	0.0%	0%	-0.6%	-2%
S=c1[nH]nc(COc2ccc3c(c2)OCO3)n1-c1ccccc1	-1.6	34	17%	0.7%	6%	-6%	0.2%	-1%	0.2%	-24%

Source: PubChem BioAssay
